Compound activity: PubChem BioAssay, several laboratories
bIAP inhibitor: bovine intestinal alkaline phosphatase inhibitors, primary screen, selectivity assay for TNAP inhibitor project, biochemical, bovine IAP, CDP-star luminescence; AID 1019, 2008; inhibition, % at 20 µM; alkaline phosphatase, intestinal [Bos taurus]; purified bovine IAP, 30 min; 190,000 tested, under 10 active;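 active = over 50% inhibition of intestinal alkaline phosphatase at 20 µM in the single-dose screen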
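Incubation: 30 min reaction at room temperature / Material: purified bovine intestinal alkaline phosphatase (IAP) enzyme / Input: enzyme at 1/65,000,000 dilution / Dosing: 20 µM single dose / Signal: CDP-star luminescence signal / Reagent: CDP-star chemiluminescent phosphatase substrate, 30 µM final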
TNAP inh noacc: human TNAP enzyme inhibitors, primary screen, biochemical, luminescent, no phosphate acceptor, uHTS. Alkaline phosphatase, tissue-nonspecific isozyme (Homo sapiens), P05186. purified TNAP, CDP-star luminescence, 30 min. inhibition, % at 20 µM. hit rate 0.26% among 200,000;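 active = tissue-nonspecific alkaline phosphatase inhibition above about 50% at 20 µM in the single-dose screen, limit read from the data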;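 note: 0% = DMSO negative control and 100% = EDTA positive control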
Target sequence (P05186 whole entry, looked up): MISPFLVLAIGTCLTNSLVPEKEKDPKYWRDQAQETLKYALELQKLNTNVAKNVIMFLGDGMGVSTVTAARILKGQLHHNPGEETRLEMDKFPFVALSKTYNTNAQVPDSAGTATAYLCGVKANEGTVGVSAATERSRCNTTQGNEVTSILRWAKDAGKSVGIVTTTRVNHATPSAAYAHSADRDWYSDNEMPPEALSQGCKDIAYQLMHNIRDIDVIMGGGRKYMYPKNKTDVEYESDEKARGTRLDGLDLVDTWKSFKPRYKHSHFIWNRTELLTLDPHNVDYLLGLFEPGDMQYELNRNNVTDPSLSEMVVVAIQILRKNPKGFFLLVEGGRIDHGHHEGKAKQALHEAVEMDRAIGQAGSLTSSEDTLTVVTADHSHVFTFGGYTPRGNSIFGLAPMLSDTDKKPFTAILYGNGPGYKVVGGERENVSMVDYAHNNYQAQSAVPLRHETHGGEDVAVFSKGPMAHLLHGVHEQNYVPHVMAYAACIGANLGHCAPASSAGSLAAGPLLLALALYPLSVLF
FLuc inh counter: firefly luciferase enzyme inhibitors, primary screen, artefact control for luciferase-based inhibitor screens, biochemical, luminescence, ATPLite. Luciferin 4-monooxygenase (Photinus pyralis), P08659. 10 min. inhibition, % at 10 µM. hit rate 1.5% among 200,000. AID 1006, 2008;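 active = inhibition above about 50% when tested at 10 µM, limit read from the data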
APP transl inh: inhibitors of APP translation via 5'UTR reporter, primary screen, APP 5'UTR luciferase, SH-SY5Y cells; inhibition, % at 2 µM; AID 1285, 2008; SH-SY5Y APP 5'UTR-luciferase reporter, luminescence; hit rate 0.82% among 190,000;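 active = inhibition above a set limit, derived from the sample mean plus 3 SD, cut at about 45% in these data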; note: values of inactives mirror those of a sister screen read the other way
TNAP inh hi DEA: human TNAP enzyme inhibitors, primary screen, biochemical, luminescent, high phosphate acceptor level, uHTS; Alkaline phosphatase, tissue-nonspecific isozyme (Homo sapiens), P05186; purified TNAP, CDP-star luminescence, 1 M DEA; inhibition, % at 20 µM; hit rate 0.03% among 200,000;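 active = over 50% inhibition of tissue-nonspecific alkaline phosphatase at 20 µM in the single-dose screen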;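 note: plate controls were DMSO wells for no effect and EDTA-quenched wells as full inhibition for full effect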
RAM inhibit: inhibitors of the yeast RAM network, primary screen, dse1pr::URA3 reporter, 5-FOA selection; S. cerevisiae dse1pr::URA3 reporter, 5-FOA growth OD615, 2 d; analog-sensitive cbk1-as2 kinase mutant strain; inhibition, % at 50 µM; hit rate 1.8% among 190,000; AID 868, 2007;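 active = inhibition above a set limit, 3 SD over mean compound inhibition, cut at about 8.4% in these data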;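 note: 0% = DMSO-only wells with no growth and 100% = 10 µM 1-NA-PP1 full growth; inhibition rescues growth on 5-FOA so higher OD means more RAM inhibition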
L major viab: Leishmania major promastigote growth inhibition, primary screen; Leishmania major promastigotes, resazurin fluorescence viability; inhibition, % at 10 µM; hit rate 9% among 200,000; in the data active = inhibition above about 50%;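 note: promastigotes grown with compound for 44 hours at 28 °C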
bIAP act: bovine intestinal alkaline phosphatase activators, primary screen, biochemical, bovine IAP, CDP-star luminescence. hit rate 0.17% among 200,000. activation factor at 20 µM. purified bovine IAP, 30 min; hits give high values; fold of DMSO-control signal, blank-subtracted. alkaline phosphatase, intestinal [Bos taurus]. AID 1016, 2008;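 active = activation factor of 2 or more at 20 µM, a signal rise over negative controls twice the positive control's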
FLuc act counter: FLuc activators, initial screening, artefact control for FLuc-dependent activation tests, biochemical, ATPlite luminescence | activation factor at 10 µM | Luciferin 4-monooxygenase (Photinus pyralis), P08659 | ATPlite luciferase biochemical, 10 min; 0 = ATP-free wells, 1 = DMSO control | 200,000 tested, under 10 active;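 active = luciferase activation factor, scaled between plate controls, of at least 2 with compound at 10 µM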
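System: cell-free luciferase reagent; medium: PBS as buffer for the ATP substrate; doses: test compounds dosed from 2 mM stocks in 100% DMSO; incubation: 10 min, room temperature; measured by: luminescence from luciferase reaction; read-out: luciferase activation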
TNAP act hi DEA: TNAP activators at high phosphate acceptor level, primary screen, biochemical, luminescence, uHTS; Alkaline phosphatase, tissue-nonspecific isozyme (Homo sapiens), P05186; AID 1136, 2008; purified TNAP, CDP-star luminescence, 1 M DEA, 30 min; hits give high values; 0 = EDTA background, 1 = DMSO-only activity; 200,000 tested, under 10 active; activation factor at 20 µM;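 active = activation factor at least 2 at 20 µM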
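Dosing: 20 µM single point. System: human TNAP. Amount: TNAP 1/800 final. Incubation: 30 min, room temperature. Read-out: TNAP activation factor scaled between EDTA and DMSO control wells. Signal: luminescence from CDP-star hydrolysis. Medium: 1 M DEA, pH 9.8, Mg2+, Zn2+. Control set: EDTA negative control, DMSO positive control.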
Starred values were filed as active, the others as inactive; x = not tested or not shown.

nr	Molecule	TNAP inh noacc	bIAP inhibitor	L major viab	bIAP act	TNAP act hi DEA	FLuc act counter	RAM inhibit	FLuc inh counter	TNAP inh hi DEA	APP transl inh
1	CC1(C)CC(=O)C(C=NCCN2CCN(C(=O)NC34CC5CC(CC(C5)C3)C4)CC2)=C(O)C1	1	-4	-7	1	1	1.1	0.3	-9	-5	4
2	NC(=O)CSc1nc2ccccc2n1Cc1ccccc1F	-9	12	6	0.9	1	1	3.0	-4	2	16
3	Cc1ccc(C)c(C(=O)NC(C)CCc2ccccc2)c1 (stereo not given)	-7	-4	3	1	1	1	2.3	-2	-2	4
4	O=C(Nc1ccon1)c1cccc(Cl)c1	-8	8	-4	0.9	1	1.1	0.3	-6	-3	-3
5	Cc1c(/C=N/NC(=O)c2cc(=O)[nH]c(=O)[nH]2)c2ccccn2c1C(=O)c1ccccc1	-21	-4	-4	1	1	1	5.0	-3	4	0
6	CC(C(=O)Nc1cc([N+](=O)[O-])ccc1Cl)N1CCN(c2ccccc2)CC1 (stereo not given)	-12	x	-4	0.2	1	1.1	0.7	-9	-3	8
7	COc1cc(C(=O)Nc2nccs2)ccc1OCc1c(C)noc1C	-9	1	4	1	1.1	1	3.8	1	-7	9
8	CC(C)(C)c1ccccc1OCCCCN1CCCC1	-11	6	99*	0.9	1	1.1	0.3	-7	-4	7
9	CCOC(=O)c1c(N2CCCCC2)c2ccccc2[nH]c1=O	-6	7	11	0.9	1	1.1	1.2	-5	-4	-11
10	Cc1noc(C)c1C(=O)N1CCCC(C(=O)c2cccc(C(F)(F)F)c2)C1 (stereo not given)	-5	6	3	0.9	1	1	1.4	-3	-4	-1
11	O=C(Nc1nnc(C2=COCCO2)o1)c1ccc(Cl)cc1	-9	-3	4	1	1	1	-1.5	-3	5	-8
12	CC(C)CCn1c(=O)c2ccccc2c2ccccc2c1=O	-6	17	-7	0.8	1	1	0.8	-4	-1	13
13	O=c1c2ccccc2nc2c3ccccc3c(NCc3cccnc3)nn12	-8	-4	31	1	1	1	3.1	-2	-3	5
14	CC(NC(=O)Cc1ccccc1F)c1ccc(F)cc1 (stereo not given)	-8	6	-5	0.9	1	1	0.1	1	-2	8
15	Cc1nc(SCC(=O)N2CC(=O)Nc3ccccc32)c2c(C)c(C)sc2n1	-10	-8	10	1.1	1	1	1.4	0	-2	-10
16	Cc1cc(OCCn2cc(/C(N)=N/O)c3ccccc32)ccc1Cl	9	3	-7	1	1	1.1	-1.6	-12	-2	-11
17	COC(=O)c1ccc(OC(=O)CCc2cc(OC)c(OC)c(OC)c2)cc1	0	-2	1	1	0.9	0.9	2.3	8	6	34
18	O=C(/C=C/c1ccc(F)cc1)N1CCN(c2ccccn2)CC1	-14	17	-7	0.8	1	0.8	2.9	22	-3	15
19	CCOC(=O)CC(NCc1ccc(OC)c(OCC)c1)c1ccc(C)cc1 (stereo not given)	-12	-9	2	1.1	1	1	1.7	-3	-3	11
20	CC(=O)NCc1nnc2c3ccccc3c(-c3ccccc3)nn12	-12	2	2	1	1.1	1.1	2.0	-8	-8	7

Another view of seven compounds above:
8: CC(C)(C)c1ccccc1OCCCCN1CCCC1
9: CCOC(=O)c1c(N2CCCCC2)c2ccccc2[nH]c1=O
10: Cc1noc(C)c1C(=O)N1CCCC(C(=O)c2cccc(C(F)(F)F)c2)C1 (stereo not given)
11: O=C(Nc1nnc(C2=COCCO2)o1)c1ccc(Cl)cc1
12: CC(C)CCn1c(=O)c2ccccc2c2ccccc2c1=O
13: O=c1c2ccccc2nc2c3ccccc3c(NCc3cccnc3)nn12
14: CC(NC(=O)Cc1ccccc1F)c1ccc(F)cc1 (stereo not given)
assay / entry	8	9	10	11	12	13	14
TNAP inh noacc	-11	-6	-5	-9	-6	-8	-8
bIAP inhibitor	6	7	6	-3	17	-4	6
L major viab	99*	11	3	4	-7	31	-5
bIAP act	0.9	0.9	0.9	1	0.8	1	0.9
TNAP act hi DEA	1	1	1	1	1	1	1
FLuc act counter	1.1	1.1	1	1	1	1	1
RAM inhibit	0.3	1.2	1.4	-1.5	0.8	3.1	0.1
FLuc inh counter	-7	-5	-3	-3	-4	-2	1
TNAP inh hi DEA	-4	-4	-4	5	-1	-3	-2
APP transl inh	7	-11	-1	-8	13	5	8

(list continues)
nr	Molecule	TNAP inh noacc	bIAP inhibitor	L major viab	bIAP act	TNAP act hi DEA	FLuc act counter	RAM inhibit	FLuc inh counter	TNAP inh hi DEA	APP transl inh
21	COc1cc(C2C(C(=O)OCCC#N)=C(C)NC3=C2S(=O)(=O)c2ccccc23)cc(OC)c1OC (stereo not given)	2	7	-2	0.9	1	1	1.3	2	-2	-5
22	O=C1C(c2ccc(F)cc2)N(Cc2ccc3c(c2)OCO3)C(=O)CN1C1CCCCCC1 (stereo not given)	-18	10	23	0.9	1.1	1	4.6	-5	-5	8
23	CCOc1ccc(Oc2ccc(S(=O)(=O)N3CCOCC3)cc2N)cc1	-8	-4	5	1	1.1	1	0.8	-4	-6	2
24	Cc1c(C#N)c2ncn(Cc3ccccn3)c(=O)c2n1-c1ccccc1	-10	8	3	0.9	1.1	1	1.2	-1	-5	-8
25	c1nc(NC2CCCC2)c2[nH]cnc2n1	-68	-12	26	1.1	1	1.1	1.8	-5	-4	-8
26	O=S(=O)(c1ccc(NC(=S)N/N=C/c2ccc(N3CCOCC3)cc2)cc1)N1CCOCC1	10	-1	12	1	1	1.1	3.5	-7	1	16
27	O=C(C[n+]1cccc(CNC(=O)c2ccc(OC(F)F)cc2)c1)c1ccccc1	-7	19	-1	0.8	1	1	1.2	-5	-3	-5
28	COCC(C)n1c(C)cc(C(=O)COC(=O)c2oc3ccccc3c2C)c1C (stereo not given)	-6	1	-6	1	1.1	1	3.2	-2	-5	-11
29	CCCCOc1ccc(C(=O)N/C(=C/C=C/c2ccccc2)C(=O)N2CCOCC2)cc1	-14	29	32	0.7	1	1	4.0	-3	-2	-9
30	O=C(N=Nc1c(O)[nH]c2ccccc12)c1ccccc1NS(=O)(=O)c1cccs1	2	3	68*	1	1	1	4.2	-3	1	-10
31	O=C(c1ccc(Br)o1)N1CCN=C1SCc1cccnc1	-12	-1	-4	1	1	1	0.1	-4	0	3
32	CCOC(=O)c1sc(Nc2nc3c(OC)cccc3s2)cc1C	-31	-8	69*	1.1	1	0.9	4.2	14	4	-19
33	Cc1ccn2cc(-c3cc4ccccc4oc3=O)nc2c1	-4	2	-3	1	1	0.6	0.5	42	-1	-116
34	Cc1ccc2nc(Cl)c(C3CC(c4cccs4)=NN3C(=O)CCCC(=O)O)cc2c1 (stereo not given)	-18	15	57*	0.9	1	1.1	2.2	-7	-4	-6
35	Cc1cn(C)c(=O)n(C)c1=O	-6	-8	-14	1.1	1	1	1.3	-1	-2	-3
36	COCCN(C(=O)COc1ccc(Cl)cc1)c1nnc(-c2cccnc2)s1	-6	10	0	0.9	1	1	1.0	-2	2	-28
37	CCO/C([O-])=N/c1c[n+](N2CCOCC2)no1	0	-3	-7	1	1	1	0.5	2	3	6
38	O=C(Nc1ccc(N2CCOCC2)c(Cl)c1)c1cccc(F)c1	-9	1	-1	1	1.1	0.8	2.8	16	-5	-109
39	COc1ccccc1N1CCN(S(=O)(=O)c2cc(C)sc2C)CC1	4	11	1	0.9	1	1.1	1.1	-10	-3	4
40	CS(=O)(=O)N(CC(=O)NCC1CCCO1)c1ccc(F)c(Cl)c1 (stereo not given)	-4	-4	-7	1	1	1	3.5	4	2	-56
41	Cc1ccccc1NC(=O)CCC(=O)N/N=C/c1cc([N+](=O)[O-])ccc1O	19	2	1	1	0.9	1	0.3	-2	8	2
42	Cc1c(C(=O)NC(=S)NCC(C)C)oc2ccccc12	-7	0	-4	1	1	0.9	4.8	5	-1	-46
43	Cc1cc(NC(=O)c2cc3ccccc3oc2=O)no1	-2	-2	-2	1	1	1.1	2.7	-8	-1	-5
44	CCOc1ccccc1N(CC(=O)NCC1CCCO1)C(=O)CNS(=O)(=O)c1ccccc1 (stereo not given)	-5	-9	3	1.1	1.1	1.1	-0.8	-8	-5	-8
45	Cc1cc(C)c(S(=O)(=O)c2ccccc2)c(OC(=O)c2cc(F)c(F)cc2Cl)n1	-4	2	-8	1	1	1	0.6	-3	-3	4
46	CN1CCO/C1=C(\C(Cl)=C(Cl)Cl)[N+](=O)[O-]	-7	24	-4	0.8	1	1	3.1	-2	-2	-23
